Screening results from PubChem BioAssay.
Pf Dd2 inh: Plasmodium falciparum Dd2 growth inhibition; AID 1347417; P. falciparum Dd2 growth, SYBR Green, 72 h; Potency, µM (series often up to 28.9 µM), inactives show at the top dose activity, negative = inhibition, hits mostly inhibitors; 120,000 tested, 4.3% active; active means well fitted inhibition curve with a large enough effect; inconclusive means small, poorly fitted or top-dose-only effect; inactive means no such curve, though single readings can be large or run the other way;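 further: plate controls were DMSO vehicle for no effect and reference drug for full effect; nearly all actives have a fitted effect of over 65% in size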
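Infected erythrocytes (Dd2, 0.3% parasitemia, 2.5% hematocrit final) are added to compound in RPMI-1640/Albumax II medium, grown 72 h at 37C in low oxygen, then lysed with saponin/Triton-X containing SYBR Green and read by fluorescence.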
* hit, by the source's call; i = inactive; ? = inconclusive; [ ] = dose if it differs, or a comment. Potency means the concentration at half of the fitted maximal effect. This is a subset. The share of hits here may be higher or lower than overall.

no. | smiles | Pf Dd2 inh
1 | Cc1ccc2onc(CNC(=O)NCc3cccc(Cl)c3)c2c1 | 2%
2 | Cc1c(Cl)cccc1NC(=O)Cn1cnc(S(=O)(=O)N2CCCC2)c1 | 19%
3 | CCN(CC)C(=O)C(C)[C@@H]1CC[C@@]2(C)CC[C@H](NC(=O)CC(C)(C)C)[C@@H](C)[C@@H]2[C@H]1O (stereo not given in full) | i
4 | CN1CC2(CCN(S(=O)(=O)c3cccnc3)CC2)CC1C(=O)N1CCOCC1 (stereo not given) | 0%
5 | CN(C)c1ccc(NC(=O)CSc2nc3ccsc3c(=O)n2CCCCCC(=O)O)cc1 | 10%
6 | CCOC(=O)c1ccc(N2C(=O)c3n[nH]c(-c4cccs4)c3C2c2ccc(OC)cc2OC)cc1 (stereo not given) | 11µM*
7 | O=C(Cc1cccc(F)c1)N1CCC(Cc2noc(C3CCOCC3)n2)C1 (stereo not given) | -11%
8 | COc1ccccc1NC(=O)Cn1ccn2nc(-c3ccc(F)cc3)c(CO)c2c1=O | ?
9 | Cc1ccc(C2CCN(C(=O)c3cnn(-c4ccc(C)cc4)c3C3CCN(C(=O)OC(C)(C)C)CC3)C2)cc1 (stereo not given) | -24%
10 | O=C(NCc1cccc(F)c1)N1CCC(N2CC3CC(C2)[C@H]2CCCC(=O)N2C3)CC1 (stereo not given in full) | i
11 | COc1ccc([C@H]2C[C@@H](O)[C@@H](O)[C@@H]2NC(=O)c2cc(C)on2)cc1 | -9%[44.1 µM]
12 | CCOC(=O)c1c(C)c(C(=O)NCc2ccc(Cl)cc2)c(C)n1CC | ?
13 | CC(C)CCNC(=O)Nc1ccc2c(c1)N(C)C(=O)c1ccccc1S2 | ?
14 | O=Cc1ccc(N2CCN(C(=O)N3CCCC3)CC2=O)cc1 | -3%[44.1 µM]
15 | COc1cccc([C@@H]2CN(C(=O)c3c(C)noc3C)C[C@H]2C(=O)O)c1OC | -5%
16 | O=C(Nc1ccccc1C(=O)OCc1cc(=O)n2c3c(sc2n1)CCCC3)c1ccc(F)cc1 | 7%
17 | Cc1cc(C(=O)N2CC(=O)N(C3CCCCC3)CC(OCc3ccccc3)C2)n(C)n1 (stereo not given) | -11%
18 | CN1C(=O)CCC2(CNC(=O)c3ccnn3C)CCC=C12 (stereo not given) | 2%
19 | Cc1cccc(C(=O)N2CCc3cc(CNC(=O)Cc4ccc(F)cc4)ccc32)c1 | i
20 | Cc1ccc(NC(=O)N(Cc2c[nH]c3ccccc23)C2CCCCCC2)cc1C | ?
21 | O=C1CCCCCN1C1CCN(Cc2cccc3ccccc23)CC1 | ?
22 | Cc1ccccc1C(=O)N1CC(c2nnc(-c3ccncc3)o2)C2(CCOCC2)C1 (stereo not given) | 8%
23 | CCOC(=O)c1c(C)[nH]c(C)c1S(=O)(=O)N1CCC(C(=O)NCc2ccc(F)cc2)CC1 | 2%
24 | Cc1c(Cl)cccc1NC(=O)CSc1nc(=O)n(Cc2ccncc2)c2c1CCC2 | -9%
25 | O=C(NC[C@H]1O[C@@H](CO)[C@@H](O)[C@H]1N1CCN(c2cccc(C(F)(F)F)c2)CC1)Nc1ccccc1 | -8%
26 | COc1cc(CNC(=O)CC2CCOCC2)cc(OC)c1 | -18%
27 | O=C(Nc1cccc(F)c1)[C@@H]1C[C@@H](c2cccc(C(F)(F)F)c2)N(CC2CCOCC2)C1 | ?
28 | CCc1ccc(S(=O)(=O)c2cn(Cc3ccccc3)c3cc(F)c(F)cc3c2=O)cc1 | ?
29 | O=C1C(N2CCN(S(=O)(=O)c3cccc(F)c3)CC2)CCN1CCc1ccccc1 (stereo not given) | i
30 | CCc1cccc(NC(=O)CSc2ncc3c(n2)-c2ccccc2N(CC)S3(=O)=O)c1 | i

Next part, starting with the last 2 of the part before.
no. | smiles | Pf Dd2 inh
29 | O=C1C(N2CCN(S(=O)(=O)c3cccc(F)c3)CC2)CCN1CCc1ccccc1 (stereo not given) | i
30 | CCc1cccc(NC(=O)CSc2ncc3c(n2)-c2ccccc2N(CC)S3(=O)=O)c1 | i
31 | Cc1ccc(C)c(N2CCN(C(=O)CCS(=O)(=O)c3cc(Br)cc4c3N(C(=O)C3CC3)CC4)CC2)c1 | 11µM*
32 | CN1CC2(CCN(Cc3ccccc3)CC2)CC1C(=O)N1CCOCC1 (stereo not given) | -30%
33 | Cc1ccc(C2Cn3nnc(C(=O)N4CCC(C(=O)NCc5ccc(Cl)cc5)CC4)c3CO2)cc1 (stereo not given) | 2%
34 | CC(=O)N1CCCN(CC[C@H]2CN(C(=O)c3ccccc3)CC[C@H]2CC(=O)O)CC1 | i
35 | COc1ccc(OCc2nc(C)c(CCO)c(=O)n2CC(=O)Nc2cccc(SC)c2)cc1 | -11%
36 | Cc1ccc(CNS(=O)(=O)c2ccc(C(=O)N(C)C)s2)cc1 | 44%[activator]
37 | N#Cc1ccc(S(=O)(=O)N2CCc3c(nc(-c4ccc(F)cc4)[nH]c3=O)C2)cc1 | 21%
38 | CC(C)N1C[C@H](C(=O)N2CCOCC2)[C@H](C(=O)O)C1 | -20%
39 | Cc1cc(C)n(CCC(=O)N2CCC(Cc3noc(C4CC4)n3)C2)n1 (stereo not given) | -16%
40 | CNC(=O)[C@@H]1CN(C(=O)CCc2cccc(OC)c2)C[C@H]1CO | 4%
41 | CCS(=O)(=O)c1ncc(CN(C)Cc2ccc3nonc3c2)n1CCc1ccccc1 | -19%
42 | O=C(CSC1=Nc2ccccc2N=C(c2ccc(F)cc2)C1)NCc1ccc(Cl)cc1 | ?
43 | CCOc1cccc(CN2CCC(C)(c3noc(C4CCOCC4)n3)CC2)c1 | -12%
44 | Cc1cccc(-c2nc(CCNC(=O)c3ccco3)cs2)c1 | ?
45 | CC(=O)Nc1ccc(NC(=O)C(Cc2ccccc2)N2Cc3ccccc3C2=O)cc1 (stereo not given) | i
46 | COc1ccc(C(=O)N2CCCN(S(=O)(=O)c3ccccc3)CCC(=O)NCC2)cc1 | i
47 | Cc1ccc(CN2CCN(c3nc4ccccc4o3)CC2CCO)cc1 (stereo not given) | -5%
48 | Cc1ccc(S(=O)(=O)N[C@@H]2CN(C)C[C@H]2CN(C)C)cc1F | ?
49 | CCc1ccccc1NC(=O)N1CCC(n2cnnc2C2CC2)C1 (stereo not given) | -38%
50 | COc1ccc(NC(=O)Cn2ccn3nc4c(c3c2=O)CCCCC4)cc1Cl | i
51 | COc1ccc(OC)c(NC(=O)CN2CCCN(Cc3cc(C)ccc3C)S2(=O)=O)c1 | 59%[activator]
52 | COC[C@@H]1CN(c2cnccn2)C[C@H]1C(=O)NCc1ccccn1 | -10%
53 | COc1cccc(-c2noc(COC(=O)C3=CN(Cc4ccccc4)S(=O)(=O)N=C3C)n2)c1 | -25%
54 | COc1cc(OC)c(N(C)C(=O)c2cn(C3CCCC3)c(=O)c3c2c2ccccc2n3C)cc1Cl | ?
55 | N[C@@H]1CC[C@H](C(=O)N2CCN(c3ccncc3)CC2)C1 | 6%
56 | CNC(=O)N1CCc2c(sc3ncnc(N(C)C)c23)C1 | ?
57 | CN(C1CCCCC1)S(=O)(=O)c1ccc2c(c1)c(=O)c(C(=O)NCCc1ccccc1)cn2C | ?
58 | CC(=O)NCCc1ncc(C)n1C1CCC1 | ?
59 | COc1cc(Cl)c(C)cc1NC(=O)CN1C(=O)NC2(CCOCC2)C1=O | -28%
60 | CC1(COCC2CC2)COc2ccc(C(=O)NCc3cccc(F)c3)cc2N1 (stereo not given) | i
61 | CCN(CC)c1cc(CCC(=O)NCc2ccc(N3CCOCC3)cc2)ccn1 | ?
62 | O=C(NCCCc1ccccc1)C1CCN(C(=O)N2CCOc3ccc(Cl)cc32)CC1 | ?
63 | CCN1c2cc(C(=O)Nc3cccc(OC)c3)ccc2C(=O)N2CCCCC21 (stereo not given) | ?
64 | Cc1cc(C)c(NC(=O)Cn2cccc2-c2nc(-c3ccccc3)no2)c(C)c1 | 11%
65 | O=C(Cc1c(F)cccc1Cl)N[C@@H]1CCOC[C@H]1OCCO | -7%
66 | CCCN(CCO)C(=O)CC1C(=O)NCCN1C1Cc2ccccc2C1 (stereo not given) | -15%
67 | Cc1ccc(CN2C(=O)N(c3ccc(C)c(Cl)c3)S(=O)(=O)c3ccccc32)cc1 | ?
68 | COCCN1CCCN(C(=O)c2ccoc2)c2ccccc21 | -24%
69 | CCCCNc1nc2c(s1)C[C@]1(C)CC[C@@H]3[C@H](OC(=O)[C@H]3C)[C@H]1[C@@H]2C | ?
70 | O=c1c2sccc2n(Cc2cc(=O)n3ccccc3n2)c(=O)n1-c1cc(F)ccc1F | -1%
71 | CCCC1(CO)CCCN(Cc2cc(OC)c(OC)cc2F)C1 (stereo not given) | -14%
72 | Cc1ccsc1C(=O)N1CCCC(c2noc(COc3ccccc3)n2)C1 (stereo not given) | i
73 | COc1cc(/C=C(\C#N)C(=O)NCC2CCCO2)ccc1O (stereo not given) | i
74 | COc1ccc(Nc2cc(C(=O)NCCc3ccccc3)c3ccccc3n2)cc1OC | 14%
75 | Cc1ccc(F)cc1-c1cccc(CCOc2cnc3c(ccn3CC(=O)O)c2)c1 | i
76 | CCc1ccccc1NC(=O)C1CCN(C(=O)c2ncn3c2COC(c2ccc(F)cc2)C3)CC1 (stereo not given) | i
77 | CN(Cc1cc(C[C@H]2CNCC[C@H]2CC(=O)N2CCN(c3ccccc3)CC2)no1)c1ccccc1 | ?
78 | CN1Cc2cccn2CC1CNC(=O)c1ccoc1 (stereo not given) | i
79 | COc1ccccc1-c1cn2c(n1)CO[C@@H](CNC(C)C)C2 | i
80 | O=C(N[C@@H](Cn1cc(Cl)c(=O)[nH]c1=O)C(=O)O)C1CCCC1 | -4%[44.1 µM]
81 | O=C(Cc1ccsc1)N1CCCCCC1c1nc(-c2ccncc2)no1 (stereo not given) | i
82 | Cc1ccc(C2CC(=O)n3nc(-c4cccc(C)c4)nc3S2)cc1 (stereo not given) | -9%
83 | COc1ccc(CC(=O)N2CC[C@H]3CC(=O)N(CCN4CCOCC4)CC[C@H]3C2)cc1 | -10%[44.1 µM]
84 | CC(C)CC(C)NC(=O)c1noc(-c2ccc[nH]c2=O)n1 (stereo not given) | 4%
85 | CCOCc1nc(C2CCCN(C(=O)Cc3c(C)noc3C)C2)no1 (stereo not given) | 55%[activator]
86 | Cc1nn2c(c1-c1ccccc1OCc1ccccc1)N(Cc1ccc(OCC(=O)O)cc1)CCC2 | ?
87 | COc1cc(OC)cc(-c2onc(C)c2C(=O)NCCCCc2ccccc2)c1 | i
88 | CCC(=O)N1CCN(C(=O)N2CC3CC(C2)[C@H]2CCCC(=O)N2C3)CC1 (stereo not given in full) | 14%
89 | COc1cccc(-c2cc(C3CCN(C(=O)Nc4ccc(F)cc4)CC3)[nH]n2)c1 | 5.6µM*
90 | Clc1ccc(CCNc2nc3ccccc3c3nc(-c4ccccc4)nn23)cc1 | 6%

Following part
no. | smiles | Pf Dd2 inh
91 | O=C(c1cccc(F)c1)N1CCC[C@H]1c1nc(-c2ccccc2)no1 | i
92 | CCc1nncn1C1CCN(C(=O)c2cccc(Cl)c2)CC1 | -12%
93 | CC(C)CNC(=O)CCC[C@@H]1[C@H]2CCCN3CCC[C@@H](CN1C(=O)c1cccnc1)[C@@H]23 | i
94 | COc1ccc2[nH]c3c(c2c1)CCNC31CCN(C(=O)Cn2ccnc2)CC1 | -4%
95 | CN(C(=O)CSc1cn(CC(=O)N2CCOCC2)c2ccccc12)c1ccccc1 | 1%
96 | CCn1cc(CN2CCN(C(=O)c3ccoc3)CC2)ccc1=O | 11%
97 | CC(=O)N1CCC(C(=O)NCCc2ncc(C)n2C2CCC2)CC1 | 3%
98 | N#Cc1cccc(CN2C[C@@H](CO)[C@H](NC(=O)c3ccccc3)C2)c1 | -17%
99 | CN(C)CCN1CCC(N2CCN(C(=O)c3ccnn3C)CC2)C1=O (stereo not given) | -24%
100 | CCOc1ccccc1CNC(=O)CN1C(=O)CCn2nc(-c3cn(C)c4ccccc34)cc21 | -2%
101 | CCOc1ccccc1N(CC(=O)NCCSc1ccccc1)S(=O)(=O)c1ccccc1 | ?
102 | COC(=O)c1sc(-c2ccccc2)cc1NC(=O)Nc1ccccc1Cl | 11µM*
103 | COCCNC(=O)[C@H]1CN2CCC1C[C@@H]2Cn1cc(CCO)nn1 (stereo not given in full) | 19%[44.1 µM]
104 | CN(C)[C@@H]1CNCC[C@@H]1CO | 27%
105 | CCN(CCOc1ccc(OC)cc1)C(=O)c1cc(S(N)(=O)=O)ccc1C | -1%
106 | CC1(C)[C@H](Cc2cc(CC3CCCCC3)on2)C[C@@H]1NC(=O)C1CCCC1 | ?
107 | Cc1cc(N2CCN(C)CC2)nc2ccc(NC(=O)c3ccc(C(C)(C)C)cc3)cc12 | 6.3µM*
108 | O=C(NCc1cccc(F)c1)N1CCC(Oc2ncccc2C(=O)N2CCOCC2)C1 (stereo not given) | 12%
109 | COCc1nc2nc(-c3ccccc3)c(-c3ccc(OC)cc3)cc2n1C | i
110 | Cc1ccc(-c2cn3cccc(C)c3n2)cc1NS(=O)(=O)c1ccccc1 | i
111 | CCOc1ccccc1CNC(=O)c1c(C)noc1-c1cccs1 | ?
112 | O=C(CC1CCCCC1)NC(Cc1ccccc1)C(=O)N1CCN(c2ccccn2)CC1 (stereo not given) | ?

Numbers 92–98 of the list above:
no. | smiles | Pf Dd2 inh
92 | CCc1nncn1C1CCN(C(=O)c2cccc(Cl)c2)CC1 | -12%
93 | CC(C)CNC(=O)CCC[C@@H]1[C@H]2CCCN3CCC[C@@H](CN1C(=O)c1cccnc1)[C@@H]23 | i
94 | COc1ccc2[nH]c3c(c2c1)CCNC31CCN(C(=O)Cn2ccnc2)CC1 | -4%
95 | CN(C(=O)CSc1cn(CC(=O)N2CCOCC2)c2ccccc12)c1ccccc1 | 1%
96 | CCn1cc(CN2CCN(C(=O)c3ccoc3)CC2)ccc1=O | 11%
97 | CC(=O)N1CCC(C(=O)NCCc2ncc(C)n2C2CCC2)CC1 | 3%
98 | N#Cc1cccc(CN2C[C@@H](CO)[C@H](NC(=O)c3ccccc3)C2)c1 | -17%
